Assay outcomes: PubChem BioAssay, National Center for Advancing Translational Sciences (NCATS)
Lipid storage S3 = qHTS Assay for Lipid Storage Modulators in Drosophila S3 Cells | AID 2685 | 320,000 tested, 0.64% active | Potency in µM for hits, for the others lipid storage change, negative = inhibition, % at the top dose, mostly 46.1 µM | Drosophila S3 cells, BODIPY lipid droplet fluorescence, 18-24 h; cells fed with added oleic acid; active = well fitted inhibition curve with a large enough effect in the signal ratio, with a control signal flat, not every such curve was filed as active; inconclusive = small, poorly fitted or top-dose-only effect, or effect the other way, or a change in a side signal; the % refers to the signal ratio
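Drosophila S3 cells got compounds at several concentrations plus oleic acid (400 uM solution). Laser-scanning cytometry with 488 nm excitation read lipid droplets at 500-530 nm and cells at 575-640 nm. Percent activity was relative to 20 uM Triacsin C.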
Lipid storage S3 cell count max = recorded beside Lipid storage S3, whose call it bears; cell number change, %; measured here: cell count max response;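 cells counted by Cell Tracker Red CMTPX staining in the red channel; peak over a dose series mostly up to 46.1 µM; percent activity relative to internal control wells on each plate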
An asterisk follows results filed as active; i = inactive; ? = inconclusive; . = not tested or not shown; [ ] = another dose, or the depositor's remark. % is set by controls: 0 for no effect and ±100 for the full control effect; potency is the fitted concentration of half-maximal effect.

SMILES | Lipid storage S3 | Lipid storage S3 cell count max
O=S(=O)(Nc1cc(C(F)(F)F)ccc1N1CCOCC1)c1ccccc1 | ? | .
Cc1[nH]c2ccccc2c1C(Nc1nccs1)c1ccncc1 (stereo not given) | ? | .
C/C(Cn1cnc([N+](=O)[O-])n1)=N\NC(=O)c1ccncc1 | -7.1% | 4.4
COc1cc(OC)c(NC(=O)/C=C/C(=O)O)cc1Cl | ? | .
O=C(Oc1ccc(C(=S)N2CCOCC2)cc1Br)c1cc(Cl)ccc1Cl | -14.1% | 1.7
Brc1ccc2ncnc(Nc3cccc4ccccc34)c2c1 | -26.9% | -5.0
Cc1ccc(NCC(=O)N/N=C/c2cc(O)ccc2[N+](=O)[O-])cc1 | ? | .
CC(c1ccc(F)cc1)n1c(-c2ccc3ccccc3n2)n[nH]c1=S (stereo not given) | 13.9% | .
CCN(CC)c1ccc(/C=N/NC(=O)c2c(Cl)c(C)nn2C)cc1 | ? | .
CCn1c2ccccc2c2cc(CN3CCN(C(=O)c4ccco4)CC3)ccc21 | ? | .
O=C(CCC(=O)c1ccc(F)cc1)NCC1(N2CCCCC2)CCCCC1 | ? | .
O=C(Nc1ccccc1)c1sc(N2CCOCC2)nc1-c1ccccc1 | 0.6% | 3.2
COc1ccccc1C(=O)COC(=O)c1cccc(-n2cnnn2)c1 | ? | .
CC(C)c1ccc(S(=O)(=O)c2nnn3c2nc(N2CCCCC2)c2ccccc23)cc1 | -4.3% | 9.9
CCCCC(CC)C1OCC(CN2CCCCC2)O1 (stereo not given) | i | .

Already shown: an excerpt of the list.
SMILES | Lipid storage S3 | Lipid storage S3 cell count max
O=S(=O)(Nc1cc(C(F)(F)F)ccc1N1CCOCC1)c1ccccc1 | ? | .
Cc1[nH]c2ccccc2c1C(Nc1nccs1)c1ccncc1 (stereo not given) | ? | .
C/C(Cn1cnc([N+](=O)[O-])n1)=N\NC(=O)c1ccncc1 | -7.1% | 4.4
COc1cc(OC)c(NC(=O)/C=C/C(=O)O)cc1Cl | ? | .
O=C(Oc1ccc(C(=S)N2CCOCC2)cc1Br)c1cc(Cl)ccc1Cl | -14.1% | 1.7

(continued)
SMILES | Lipid storage S3 | Lipid storage S3 cell count max
COc1ccc(CC(=O)OCC(=O)NCc2ccco2)cc1 | ? | .
CC(C)[C@H](NC(=O)c1c(F)cccc1F)C(=O)OCC(=O)NC(=O)NC1CCCC1 | ? | .
COc1ccc(N2CCN(Cc3nc4ccccc4c(=O)[nH]3)CC2)cc1 | i | 7.7
Cc1cc(C)cc(NC(=S)N2CCN(S(=O)(=O)c3ccccc3)CC2)c1 | ? | .
Cc1ccc2sc(NC(=O)c3cccc(N4C(=O)CCC4=O)c3)nc2c1C | ? | .
CC(C)CN(C(=O)COC(=O)C1c2ccccc2Oc2ccccc21)C1CCS(=O)(=O)C1 (stereo not given) | ? | .
Cc1nn(C(=O)CNS(=O)(=O)c2ccccc2)c(C)c1Sc1ccc(Cl)cc1 | ? | .
CCC(C)[C@H](NC(=O)[C@@H]1Cc2ccccc2CN1)C(=O)NCc1ccc(OC)cc1 (stereo not given in full) | ? | .
Clc1cc(Cl)cc(Nc2ncnc(-n3cccc3)n2)c1 | -10.1% | -22.5
COc1ccc(S(=O)(=O)N2CCCCC2)cc1C(C)C | i | .
CCCCn1c(C)cc2c(c1=O)C1O[C@](c3ccsc3)(Cc3cc(OC)c(OC)cc31)O2 | -24.1%[9.22 µM] | -18.9
O=S(=O)(Cc1ccc(Cl)cc1)c1ccccc1-c1nnc(-c2ccc(Cl)cc2)o1 | -16.7% | 7.1
O=C(Cn1nnc(-c2ccc(NC(=O)c3ccccc3F)cc2)n1)NCc1ccc(F)cc1 | 19.7% | 13.9
Cc1ccc(S(=O)(=O)N2CCN(C(=O)c3ccccc3OCc3c(C)noc3C)CC2)cc1C | ? | .
NC(=O)c1ccc[n+](CC(=O)c2ccc(Cl)c(Cl)c2)c1 | ? | .
CC(OC(=O)c1ccncc1)C(=O)Nc1ccc([N+](=O)[O-])cc1Cl (stereo not given) | 13.8% | -1.9
CC(C)CNC(=S)N(CCO)Cc1cc2cc3c(cc2[nH]c1=O)OCO3 | i | -23.4
O=C(CCN1CCCCC1)c1ccc2c(c1)OCO2 | ? | .
Cc1c(Cl)cccc1NC(=O)COC(=O)CN1C(=O)NC(C)(C)C1=O | ? | .
COc1cccc(/C=N/NC(=O)c2nnn(-c3nonc3N)c2-c2cccs2)c1 | 9.1% | 7.6
O=C(NCCN1CCOCC1)NC1(C(F)(F)F)Oc2ccccc2O1 | 12.3% | -21.3
CC1CC(CCC(=O)NC(=S)Nc2ccc(Cl)cn2)C(=O)O1 (stereo not given) | 15.8% | 5.1
CCCCN(CCCNC(=O)Cn1nc(CC)n2c(cc3sc(C)cc32)c1=O)Cc1ccccc1 | ? | .
C/C(=N\NC(=O)Cc1ccc(O)cc1)c1cccnc1 | -18.3% | 2.4
CCc1nnc(NC(=O)CCN2C(=O)CCC2=O)s1 | ? | .
CCCCn1c(N)c(N(CC)C(=O)c2ccc(N(C)S(=O)(=O)c3ccc(C)cc3)cc2)c(=O)[nH]c1=O | -6.3% | -15.6
COc1ccc(CNC(=O)CSc2nnnn2C)cc1OC | ? | .
CCC(C)(C)NC(=O)C(NS(=O)(=O)c1cccs1)c1ccccc1 (stereo not given) | ? | .
CCOC(=O)N1CCN(C(=O)COc2ccc(Br)cc2Cl)CC1 | 13.7% | .
Cc1ccccc1NC(=S)N1CCN(c2ccccc2Cl)CC1 | -8.6% | -23.3
CCS(=O)(=O)c1ccc(N)cc1 | 2.6% | 6.6
CCOc1cc(C2C(C(=O)OC)=C(C)N=C3SCCC(=O)N32)ccc1OC(C)=O (stereo not given) | -3.5% | -6.1
CC(C)CNC(=O)c1ccccc1NC(=O)c1ccc(CN2CCOCC2)cc1 | i | .
O=C(Nc1cccnc1)Nc1cccc([N+](=O)[O-])c1 | ? | .
CCOC(=O)N1CCC(NC(=O)c2cc(S(=O)(=O)N3CCC4(CC3)OCCO4)ccc2F)CC1 | -2.2% | -17.5
C/C=N/NC(=O)c1cc(Br)ccc1O | 9.5% | 5.0
COc1ccc(/C=N/NC(=O)c2cccc(O)c2)cc1Cn1nc(C)c([N+](=O)[O-])c1C | 8.7% | .
O=C1[C@@H]2[C@H]3CC[C@H](C3)[C@@H]2C(=O)N1O | ? | .
CCOc1ccc(C(=O)Nc2cccc(C(=O)O)c2)cc1Cl | ? | .
O=C(Cc1c[nH]c2ccccc12)NC1(C(=O)NC2CCCC2)CCCCC1 | -4.7% | -10.5
O=C(NCCN1CCOCC1)c1cccc(S(=O)(=O)NCc2ccccc2)c1 | ? | .
CC(C)CC(OC(=O)c1nsc(Cl)c1Cl)C(=O)NCC1CCCO1 (stereo not given) | ? | .
COc1cccc(-c2nc(CS(=O)(=O)CC(=O)NC3CCCC3)c(C)o2)c1 | i | -17.1
O=C(Nc1ccon1)c1sc2cc(F)ccc2c1Cl | -0.5% | -1.8
COc1ccc(S(=O)(=O)NCCc2nnc3ccc(SCC(=O)Nc4nc(C)cs4)nn23)cc1 | 4.0% | 5.8
Cc1ccc(C(=O)N2CC=C(c3ccccc3)CC2)o1 | ? | .
CC1CC(C)CN(c2nc3c(c(=O)n(C)c(=O)n3C)n2C)C1 (stereo not given) | ? | .
Cc1ccc(C(OCC(O)CN2CCCCC2)c2ccccc2)cc1 (stereo not given) | ? | .
O=C(Nc1ccccc1C(=O)N1CCN(c2ccccc2)CC1)c1ccco1 | i | -4.5
CCn1cc([N+](=O)[O-])c(C(=O)N2CCN(C(=O)c3ccco3)CC2)n1 | ? | .
Cc1c(OC(C)C(=O)NCCCN2CCOCC2)ccc2c1oc(=O)c1ccccc12 (stereo not given) | ? | .
O=C(c1ccco1)N1CCCC(c2nc3c(nnn3Cc3c(Cl)cccc3Cl)c(=O)[nH]2)C1 (stereo not given) | ? | .
COc1ccc(N(C(=O)C(C)C)S(=O)(=O)c2ccc(Cl)cc2)cc1 | ? | .
CC(C)C[C@H](NC(=O)c1nc[nH]c1C(=O)N[C@@H](CCCCNC(=O)OC(C)(C)C)C(=O)OC(C)(C)C)C(=O)OCc1ccccc1 | ? | .
COc1ccccc1OCC(O)Cn1c(=N)n(Cc2ccccc2)c2ccccc21 (stereo not given) | ? | .
CNC(=S)N1CCN(c2nc(-c3cccc(OC)c3)cs2)CC1 | -12.0% | -4.6
Cc1ccc(SCC(=O)N2N=CCC2c2ccccc2)cc1 (stereo not given) | ? | .
CC1=C(C(=O)Nc2ccc(C)cc2C)C(c2ccc(Cl)cc2)n2nc(C(=O)OC(C)C)nc2N1 (stereo not given) | -1.4% | -18.3
Nc1nc(SCc2ccccc2)[nH]c(=O)c1-c1ccccc1 | ? | .
Cc1[nH]nc2c1C(c1cccnc1)N(c1ccc(Br)cc1)C2=O (stereo not given) | ? | .
(next part)
SMILES | Lipid storage S3 | Lipid storage S3 cell count max
CCSc1nnc(N2C(=O)c3ccc(C(=O)c4ccc(C(=O)O)cc4)cc3C2=O)s1 | ? | .
CCOC(=O)c1nc(C)nc(Sc2n[nH]c(-c3cc(C(F)(F)F)cc(C(F)(F)F)c3)n2)c1C | -5.5% | 0.9
CC(=O)N(C)c1ccc(N=C2C(=O)Nc3ccccc32)cc1 | -1.7% | 7.3
C=CCNC(=O)c1ccccc1NC(=O)C1CCN(S(=O)(=O)c2ccc(SC)cc2)CC1 | ? | .
CC1CCN(S(=O)(=O)c2ccc3[nH]c(=O)c(=O)[nH]c3c2)CC1 | -0.1% | 25.6
CCOC(=O)C1(CCOC)CCN(C(=O)Cc2ccsc2)CC1 | 6.3% | -3.6
COc1cc(/C=N/NC(N)=O)ccc1OCC(=O)N1C(C)CCCC1C (stereo not given) | 10.5% | .
Cn1cc(/C=C2\SC(=S)N(NC(=O)c3ccccc3Cl)C2=O)c2ccccc21 | ? | .
O=C([C@@H]1CCCN1C(=O)c1cccs1)N1CCN(S(=O)(=O)c2cccc(F)c2)CC1 | ? | .
CC(NC(=O)Cc1ccc(-c2ccccc2)cc1)c1ccccc1 (stereo not given) | 12.0% | -24.1
CC(C)c1ccc(-c2nnn(CCC#N)n2)cc1 | -27.3% | -17.9
CCOC(=O)C1C(c2ccc(O)c(OC)c2)NC(=S)NC1(O)C(F)(F)F (stereo not given) | 2.3% | -16.2
CCN(C(=O)CSc1nc(N)cc(N)n1)C1CCS(=O)(=O)C1 (stereo not given) | 5.8% | 15.0
O=C(NCc1cccs1)C1CC(=O)N(c2ccc(F)cc2)C1 (stereo not given) | ? | .
O=C(Nc1ccc(O)cc1)c1ccc(NC(=O)C2CCCO2)cc1 (stereo not given) | i | 8.7

Among those listed so far, six contain a nitro group on carbon.
SMILES | Lipid storage S3 | Lipid storage S3 cell count max
C/C(Cn1cnc([N+](=O)[O-])n1)=N\NC(=O)c1ccncc1 | -7.1% | 4.4
Cc1ccc(NCC(=O)N/N=C/c2cc(O)ccc2[N+](=O)[O-])cc1 | ? | .
CC(OC(=O)c1ccncc1)C(=O)Nc1ccc([N+](=O)[O-])cc1Cl (stereo not given) | 13.8% | -1.9
O=C(Nc1cccnc1)Nc1cccc([N+](=O)[O-])c1 | ? | .
COc1ccc(/C=N/NC(=O)c2cccc(O)c2)cc1Cn1nc(C)c([N+](=O)[O-])c1C | 8.7% | .
CCn1cc([N+](=O)[O-])c(C(=O)N2CCN(C(=O)c3ccco3)CC2)n1 | ? | .

(listing goes on)
SMILES | Lipid storage S3 | Lipid storage S3 cell count max
CCOc1ccc(-c2cccc(NC(=O)COc3ccc(Cl)cc3)c2)nn1 | ? | .
CC(=O)Nc1ccc(SC(C)C(=O)NC2CCCC2)cc1 (stereo not given) | ? | .
CCOC(=O)c1cnn(-c2cc(Oc3cccc(C)c3)ncn2)c1N | ? | .
Cc1cccc(NC(=O)NCC(c2ccco2)N2CCCCC2)c1 (stereo not given) | ? | .
Cc1nn(Cc2ccccc2)c(C)c1NC(=O)c1cc(-c2ccc3c(c2)OCO3)on1 | ? | .
Cc1cccc(C)c1OCC(=O)Nn1c(C)nc2ccccc2c1=O | ? | .
C=C(C)Cn1c(SCC)nc2ccccc2c1=O | ? | .
Cc1cc(C)n2nc(SC3CCCCN(C(=O)c4ccc(F)cc4)C3=O)nc2n1 (stereo not given) | -9.0% | -6.1
CCOc1ccc(NS(=O)(=O)c2ccc(C(=O)N(C)CCc3ccc(OC)c(OC)c3)cc2)cc1 | ? | .
CCCN1C(=O)/C(=C/c2nc3ccccc3c(=O)[nH]2)c2cc(C)ccc21 | ? | .
CCNc1nc(NCC)nc(SCC(C)=O)n1 | ? | .
CC(C)CCNC(=O)C1CCCN(S(=O)(=O)c2ccc(F)cc2)C1 (stereo not given) | ? | .
Cc1ccc(C(=O)Nc2ccc3c(c2)OCCO3)c(Cl)c1 | ? | .
CC(=O)Nc1ccc(Oc2cnc3ccccc3n2)cc1 | 2.6% | -18.6
Cc1oncc1C(=O)N1CCCC(CO)(Cc2ccc(F)cc2F)C1 (stereo not given) | ? | .
CCOC(=O)C1CCCN(C(=O)CSc2ccc(Br)cc2)C1 (stereo not given) | ? | .
O=c1[nH]c(/C(=N\O)c2ccccc2)no1 | ? | .
CCN(CC(=O)Nc1ccc(NC(C)=O)cc1)C(=O)CCCOc1ccc(C(C)(C)C)cc1 | ? | .

Some of the compounds tested; rates above refer to the full screens.
